Shn3 3UTR inh: Schnurri-3 reporter inhibition in Clone20 osteoblasts | inhibition, % at 12.5 µM | AID 588674 | Clone20 osteoblast Shn3 3'UTR firefly luciferase, 24 h | 0.52% of 360,000 active;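 active means mean inhibition of at least 75% with every replicate also reaching 75%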;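 further: 0% = median of neutral control wells and 100% = pilot-screen positive control compound; some compounds past the cut are filed as inactive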
NR2E3 ag-1: activates human NR2E3 receptor; CHO-S Gal4-NCOR/VP16-NR2E3 two-hybrid, luciferase; inhibition of corepressor binding, % at 3.98 µM; 0.35% of 360,000 active; AID 602229; Q9Y5X4;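 active means inhibition above the mean of all tested compounds plus 3 SD, cut at about 70% in these data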;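 further: 0% = DMSO with NR2E3 transfected cells and 100% = cells lacking NR2E3 construct; higher means lower luciferase signal from less NR2E3 corepressor binding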
Target sequence (Q9Y5X4 whole entry, looked up, the tested form may be a part): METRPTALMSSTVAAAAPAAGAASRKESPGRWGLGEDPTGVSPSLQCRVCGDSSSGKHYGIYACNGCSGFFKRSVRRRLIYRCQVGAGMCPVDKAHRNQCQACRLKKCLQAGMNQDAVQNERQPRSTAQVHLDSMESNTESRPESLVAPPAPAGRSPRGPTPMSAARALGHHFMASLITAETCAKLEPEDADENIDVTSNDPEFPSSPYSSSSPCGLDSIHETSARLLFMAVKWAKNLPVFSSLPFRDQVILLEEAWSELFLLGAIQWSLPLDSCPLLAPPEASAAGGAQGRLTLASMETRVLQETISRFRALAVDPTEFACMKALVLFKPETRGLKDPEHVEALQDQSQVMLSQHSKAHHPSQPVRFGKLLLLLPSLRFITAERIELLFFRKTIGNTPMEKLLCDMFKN
CF NFkB inh: cystic fibrosis NF-kB activation inhibition; KKLEB NF-kB-GFP reporter, PAF-induced, GFP fluorescence overnight; inhibition, % at 5 µM; AID 588850; 0.86% of 360,000 active;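 active means at least 50% inhibition at 5 µM, scaled per plate between neutral and stimulator controls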;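 further: PAF is a Pseudomonas aeruginosa culture filtrate used as stimulus; plate controls were PAF-stimulated DMSO wells for no effect and unstimulated DMSO wells for full effect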
KKLEB tox: counter-screen for CF NF-kB inhibitors: cytotoxicity | activity change (cytotoxicity), % at 5 µM | 0.36% of 360,000 active | KKLEB CF airway cells viability, ATPlite luminescence, overnight; active compounds read low; cells stimulated with P. aeruginosa culture filtrate;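 active means corrected activity change at or below -50% at 5 µM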
TROY signal inh: TROY signaling inhibition. Q293 LMP1-TROYcd NF-kB luciferase reporter, 4 h. inhibition, % at 10 µM. 0.98% of 360,000 active;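 active means compounds whose plate-normalised and pattern-corrected inhibition of the luciferase reporter signal at the single screening dose is 50% or more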
NR2E3 ag-2: activates human photoreceptor nuclear receptor NR2E3; Q9Y5X4; GST-NR2E3/biotin-RetCOR TR-FRET, 1536-well; inhibition of corepressor binding, % at 4.78 µM; 0.12% of 320,000 active; AID 2300;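 active means percent inhibition above the cutoff of mean plus 3 SD of all tested compounds, set per screening campaign, cut at about 20% in these data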;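 further: 0% = DMSO wells and 100% = biotin wells as full block of FRET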
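Test system: GST-NR2E3 and biotin-RetCOR proteins | Quantity: 1.35 nM GST-tagged NR2E3 final | Medium: Tris pH 7.5 | Also added: 7 nM biotin-RetCOR | Dosing: Compound at 4.8 µM, single dose | Timing: 5 h at 4 °C | Detection: Time-resolved FRET | Read-out basis: Percent inhibition | Benchmarks: Biotin wells as high control, 0.6% DMSO wells as low control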
C8 TRAIL sens: sensitizes caspase-8 expressing cells to TRAIL; NB7+C8 cells + TRAIL, ATPlite viability luminescence; inhibition (viability loss, TRAIL sensitization), % at 10 µM; 1% of 360,000 active; AID 624354;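 active means compounds causing at least 50% loss of cell viability in the single-dose screen, relative to plate controls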
HIF-2a inh: blocks HIF-2a reporter activity | AID 624352 | inhibition, % at 18.8 µM | 786-0 RCC cells HIF-2a reporter, luciferase luminescence, overnight | 0.72% of 360,000 active;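 active means inhibition of the luminescence signal of 40% or more relative to plate controls, in a single-dose primary screen at 18.75 µM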
TWEAK Fn14 block: TWEAK-Fn14 signaling inhibition; 2% of 360,000 active; TWEAK-stimulated Fn14 reporter cells, luciferase luminescence, 8 h; inhibition, % at 10 µM; AID 1159606; in the data active means inhibition above about 50%
Peg3 promoter: reduces Peg3 promoter-driven luciferase expression in HeLa | inhibition, % at 20 µM | AID 588405 | 1.7% of 360,000 active | HeLa PEG-Prom luciferase reporter, luminescence, overnight;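 active means inhibition of at least 50% at 20 µM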
MITF TRPM1 inh: reduces MITF-dependent TRPM1 promoter luciferase signal; SK-MEL-5 TRPM1 promoter luciferase, 24 h; inhibition, % at 12.5 µM; 0.83% of 330,000 active; AID 488899;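 active means mean inhibition across replicates of 60% or more, whatever share of single replicates reaches that level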; further: values of inactives mirror those of a sister screen read the other way
Active calls of the source: *; / = not tested or not shown.

cpd	canonical_smiles	Shn3 3UTR inh	NR2E3 ag-1	CF NFkB inh	KKLEB tox	TROY signal inh	NR2E3 ag-2	C8 TRAIL sens	HIF-2a inh	TWEAK Fn14 block	Peg3 promoter	MITF TRPM1 inh
1	Cc1ccc(C(C)C)c(OCC(=O)OCC(=O)NC2CCS(=O)(=O)C2)c1 (configuration not stated)	12	-1	-11	13	24	-5	-5	12	-4	0	11
2	C/C(=N/NC(=O)c1ccncc1)c1c[nH]c2ccccc12	1	7	0	1	-15	6	-4	5	13	-3	-3
3	O=C(O)CCn1cc(/C=C\C(=O)c2ccc(Cl)cc2)c(-c2cccc(Br)c2)n1	-6	1	-6	-26	21	2	-14	25	64*	24	-5
4	CCN(C(=S)Nc1ccc(Oc2ccccc2)cc1)c1ccccc1	4	-23	2	-8	-42	2	-8	17	2	0	2
5	CN(c1cccc(NC(=O)CN(c2cccc(Cl)c2)S(=O)(=O)c2ccccc2)c1)S(C)(=O)=O	4	10	-1	4	20	-1	-6	13	21	21	6
6	Cc1ccc(OCC(=O)Nc2ccncc2)c(C)c1	32	-15	4	4	-19	1	11	-198	5	-123	-7
7	COc1cc(/C=C/C(=O)OCC(=O)Nc2cc(S(=O)(=O)N(C)C)ccc2Cl)ccc1O	-17	-20	-4	-12	3	-2	1	11	6	-6	0
8	COc1ccc(N/C=C/C(=O)c2ccc(Cl)cc2)cc1	-65	-140	-7	-8	-29	-2	43	-184	25	-245	-105
9	O=C(C1CCC(=O)N(C2CCCC2)C1)N1CCN(Cc2cccc(F)c2)CC1 (configuration not stated)	0	11	10	-1	-43	-1	0	-8	0	-15	-9
10	c1ccc2sc(N3CCCCC3)nc2c1	-39	-95	-25	4	-29	/	18	-310	-7	-337	-48
11	O=C(C1CCCO1)N1CCC(c2nc3ccccc3[nH]2)CC1 (configuration not stated)	-18	-26	-21	7	-10	0	9	-70	-26	-32	3
12	Cc1cc(C(=O)N/N=C/c2cc(Br)ccc2OC(=O)c2ccccc2Cl)n[nH]1	90*	-38	-21	-10	31	-1	12	-15	26	24	23
13	NC(=O)c1ccc(NC(=O)Cc2ccc(S(=O)(=O)N3CCCCC3)cc2)cc1	-3	-7	-5	-10	2	1	-8	8	7	-4	2
14	CCN(CC)C(=O)Cn1cc(C(=O)C(=O)N2CCN(Cc3ccc4c(c3)OCO4)CC2)c2ccccc21	8	-22	-7	17	13	1	3	11	4	10	4
15	CSCC[C@H](NC(=O)c1cc2c([nH]c3ccccc32)c(-c2ccccc2)n1)C(=O)O	-7	-2	-14	12	-11	1	2	13	5	-4	16
16	O=C(NCc1ccccc1)c1cccc(COc2cc(Cl)ccc2Cl)c1	-63	-191	4	5	-66	0	-3	-204	-21	-258	-70
17	O=C(N/N=C\c1c(O)ccc2ccccc12)c1ccc(S(=O)(=O)N2CCCCC2)cc1	89*	-10	9	-35	5	-3	39	29	-2	64*	76*
18	COCCNC(=O)C1CCCN(C(=O)COc2ccc(C(C)(C)C)cc2)CC1 (configuration not stated)	-15	-11	-29	5	-4	/	12	-68	-4	-33	/
19	COc1ccc(Cl)c(-c2cc(C(=O)Nc3ccccc3)[nH]n2)c1	-49	-69	-1	-2	-52	/	24	-244	-18	-320	/
20	O=C1/C(=C\c2cccnc2)CCc2ccccc21	3	-28	27	4	/	1	11	-4	92*	-20	-12
21	Cc1cc2n(n1)C(c1sccc1C)Nc1c(C)cccc1-2 (configuration not stated)	-10	1	9	-8	-21	0	0	16	8	-5	2
22	Cc1ccc2nc(-c3ccccn3)cc(C(=O)Nc3ccc(S(=O)(=O)N4CCOCC4)cc3)c2c1	38	2	-13	-9	-3	4	-7	10	20	34	2
23	COc1cc(/C=C2/S/C(=N/S(=O)(=O)Cc3ccccc3)NC2=O)c([N+](=O)[O-])cc1OC	-13	-19	11	-2	-26	-3	-4	14	-2	3	-7
24	Cc1ccc(C(=O)N/C(=C\c2sccc2C)C(=O)NCc2ccco2)cc1	3	-14	19	-7	-19	0	0	10	2	10	8
25	CCc1cccc(OCCOC(=O)CNS(=O)(=O)c2ccc(NC(C)=O)cc2)c1	-7	0	-2	-5	9	/	0	-2	1	-11	1
26	CCCCC(=O)N1C/C=C\C(c2ccc(OC)cc2)N(Cc2ccc(F)cc2)C(=O)C1 (configuration not stated)	-10	4	15	-22	12	4	4	15	-9	9	-5
27	CCCn1c(SC(C)C(=O)NC2CCCC2)n[nH]c1=O (configuration not stated)	1	5	-7	-3	-8	/	19	9	8	-8	-16
28	CCN(C(=O)COC(=O)C1CCN(S(=O)(=O)c2ccc(C)c(C)c2)CC1)C1CCCCC1	64	-22	8	-12	8	3	4	-14	9	14	3
29	COc1ccc(/C=C2/CSC/C(=C/c3ccc(OC)c(OC)c3)C2=O)cc1OC	98*	64	93*	-92*	15	/	-9	92*	92*	100*	99*
30	Cn1nc(-c2ccccc2)c2cc([N+](=O)[O-])ccc21	-7	-8	-19	-4	-10	1	-17	15	-21	6	-1

Marked active in HIF-2a inh, of those listed so far:
item	canonical_smiles	Shn3 3UTR inh	NR2E3 ag-1	CF NFkB inh	NR2E3 ag-2	HIF-2a inh	TWEAK Fn14 block	Peg3 promoter	MITF TRPM1 inh
29	COc1ccc(/C=C2/CSC/C(=C/c3ccc(OC)c(OC)c3)C2=O)cc1OC	98*	64	93*	/	92*	92*	100*	99*

The list goes on:
cpd	canonical_smiles	Shn3 3UTR inh	NR2E3 ag-1	CF NFkB inh	KKLEB tox	TROY signal inh	NR2E3 ag-2	C8 TRAIL sens	HIF-2a inh	TWEAK Fn14 block	Peg3 promoter	MITF TRPM1 inh
31	C[C@H]1CN([C@@H](C)CO)C(=O)CCCn2cc(nn2)CO[C@@H]1CN(C)C(=O)Nc1ccccc1F	-9	24	-22	23	6	/	10	6	-15	-3	/
32	CC(C)=CCc1ccc(O)c(=O)cc1C(C)C	68	-27	-18	-16	19	/	-10	10	-18	41	72*
33	CCCc1nc2c(sc3nc4c(cc32)COC(C)(C)C4)c(=O)n1CCN(CC)CC	16	14	-8	-5	3	-2	-13	1	32	11	-15
34	Cn1cccc1/C=C1\SC(=S)N(NC(=O)c2ccc(F)cc2)C1=O	-5	3	-9	8	-12	-1	-2	2	-11	-5	1
35	CCc1ccc(NC(=O)C(=O)NNC(=O)c2cccs2)cc1	-29	-50	11	-1	-31	1	20	-126	-12	-119	-17
36	Cc1c(C(=O)N2CCN(C)CC2)oc2c1C(=O)CC(C)(C)C2	-10	9	-16	7	-3	2	-35	-24	-13	6	2
37	Cc1cccc(NC(=O)c2cc(S(=O)(=O)N3CCOCC3)cn2C)c1C	-4	16	7	-1	0	2	9	6	9	11	-3
38	Cc1cc(C)c2oc(-c3ccc(C)c(NC(=S)NC(=O)/C=C/c4ccco4)c3)nc2c1	-6	-45	0	0	-71	2	-1	-119	8	-22	14
39	CN(C)c1nc(C#N)nc(N(C)C)n1	-9	-12	19	3	2	-2	-2	18	1	19	4
40	O=C1CC(c2ccco2)CC(O)=C1C=NCC1NCCc2ccccc21 (configuration not stated)	-2	-16	16	4	8	2	-11	2	26	-6	8
41	CCCCC(=O)N(C)c1c(CC)nc2c(OCCC)cccn12	16	-19	2	-4	5	/	-9	10	0	3	/
42	CCN(CC)CC(=O)NC12CC3CC(CC(C3)C1)C2	-6	-1	1	7	-16	1	18	6	-12	14	3
43	Cc1ccccc1Cn1c(=N)n(CC(=O)c2ccc([N+](=O)[O-])cc2)c2ccccc21	-13	-17	38	-64*	9	-1	19	20	10	71*	66*
44	COc1cc(N2CCCC2)ccc1[N+](=O)[O-]	-24	-17	-9	1	-13	3	-11	-13	-4	-5	8
45	O=C1c2ccccc2C(c2nnnn2Cc2ccccc2)N1CCc1ccccc1F (configuration not stated)	/	-116	/	/	-82	/	-11	-222	12	/	/
46	O=C(Cn1nnc2ccccc2c1=O)Nc1ccc2c(c1)CCC2	-13	-38	-15	-2	-53	3	21	-60	-28	-29	-7
47	COc1ccc(C(=O)Nc2nccs2)cc1[N+](=O)[O-]	-6	-23	-19	8	-21	1	1	-117	-21	-88	-13
48	COc1cc(/C=C/C(=O)OCC(=O)Nc2ccc(S(=O)(=O)N3CCCC3)cc2)ccc1O	15	18	1	4	14	-4	10	5	5	11	3
49	CC(C)NC(=O)C1(C)CCCCN1Cc1cccc(C(F)(F)F)c1 (configuration not stated)	-3	-18	6	-19	-14	/	5	9	8	-13	/
50	CN(C)C(CNC(=O)c1ccc(NC(=O)CC#N)cc1)c1ccccc1 (configuration not stated)	-12	-16	-2	-1	9	9	2	4	0	-10	-9
51	COc1cccc(C(=O)NNC(=O)c2ccccc2)c1	-37	-84	6	2	-9	/	-5	-145	6	-126	-20
52	O=S(=O)(Nc1ccc(-n2cccc2)cc1)c1ccccc1	-6	-17	0	-3	-3	3	-12	11	10	29	5
53	COc1ccc(/C=C/C(=O)Oc2ccc(C)c(C)c2)cc1OC	9	-11	-6	9	-10	0	2	-14	6	-30	-10
54	Cc1c(C(=O)C(=O)N2c3ccc(F)cc3CCC2C)c2ccccc2n1C (configuration not stated)	-7	-40	42	-18	19	0	-15	18	9	18	12
55	N#CCCCn1c(=O)oc2ccccc21	-6	11	-23	14	-5	2	-1	4	-3	8	-3
56	COc1ccc(C(=O)NC(CCSC)C(=O)NC2CC2)cc1 (configuration not stated)	1	-26	10	1	-6	0	-2	3	6	8	-8
57	CC(=O)c1cccc(-c2ccnc3c2CC(C(=O)NCc2ccc(N4CCN(C)CC4)cc2)O3)c1 (configuration not stated)	24	15	-12	1	-22	/	1	-1	-1	0	/
58	Cc1ccc(NC(=S)N2CCN(c3ccccc3F)CC2)c(C)c1	2	-1	-28	-3	-5	-2	-3	13	-4	23	4
59	Cn1c(=O)c2cc(NC(=O)CCc3ccc(O)cc3)ccc2n1Cc1cccc(C(F)(F)F)c1	63	42	1	-1	6	/	7	7	-15	0	/
60	Oc1c(Cl)cc(CN2CCOCC2)c2cccnc12	90*	-18	48	-42	-14	0	37	-11	13	31	55
61	Cc1cccc(N(Cc2cc3ccccc3[nH]c2=O)C(=O)c2cccs2)c1	20	-49	1	-1	6	0	1	10	-11	20	4
62	CCCC(C)(C)NC(=O)CCCCC(=O)NC(C)(C)CCC	0	-9	17	-17	11	0	1	6	-10	12	-3
63	COc1ccccc1N(CC(=O)N1CCN(Cc2ccccc2)CC1)S(=O)(=O)c1ccccc1	-1	-9	16	-11	-16	/	15	14	-9	7	/
64	O=C(NC(=S)Nc1ccc(Cc2ccncc2)cc1)c1ccccc1	7	-74	2	-2	-6	-2	-2	-202	7	-99	-18
65	CC(C)OC(=O)c1cc(NC(=S)Nc2ccc([N+](=O)[O-])cc2)cc(C(=O)OC(C)C)c1	8	-1	25	-4	26	2	38	-4	-20	33	24
66	C=CCN1c2ccccc2[C@]23C[C@@H](C(=O)OC)N=C2NC(C(=O)OC)=C(C(=O)OC)[C@H]13	3	-2	-3	-16	3	2	-6	7	10	-2	0
67	CCCS(=O)(=O)N1CCN(Cc2ccc3c(c2)c2ccccc2n3CC)CC1	11	-13	8	-6	4	-4	9	23	8	12	5

An excerpt; the hit share may differ from the screen's.
